Kir21 block: inhibitors of mouse Kir2.1 inward-rectifier potassium channel; HEK293-Kir2.1, FluxOR thallium flux fluorescence; hits give low values; B-score at 10 µM; 310,000 tested, 0.85% active; AID 1672, 2009;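 active = fluorescence ratio B-score at or below minus 3 SD of library scores, with starting-brightness B-score within 2 SD, cut at about -4.2 in these data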;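 note: channel flux triggered by added potassium and thallium sulfate stimulus; B-score of peak minus minimum fluorescence over baseline after thallium stimulus; more negative B-score means stronger Kir2.1 block with less thallium influx; some compounds called inactive have numbers as strong as hits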
Target sequence (P35561 whole entry, looked up): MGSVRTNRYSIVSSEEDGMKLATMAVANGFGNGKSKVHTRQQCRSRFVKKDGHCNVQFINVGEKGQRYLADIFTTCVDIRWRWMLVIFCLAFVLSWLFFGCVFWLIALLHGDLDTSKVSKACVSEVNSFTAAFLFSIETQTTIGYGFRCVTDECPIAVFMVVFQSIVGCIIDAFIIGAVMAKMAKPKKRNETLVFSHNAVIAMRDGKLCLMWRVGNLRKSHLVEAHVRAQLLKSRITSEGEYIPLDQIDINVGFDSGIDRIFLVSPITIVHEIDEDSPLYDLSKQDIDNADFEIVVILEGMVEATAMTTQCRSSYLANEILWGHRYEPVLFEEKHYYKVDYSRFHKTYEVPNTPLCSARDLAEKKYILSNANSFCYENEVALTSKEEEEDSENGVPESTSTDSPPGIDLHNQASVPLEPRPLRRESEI
CHT block: inhibitors of human choline transporter CHT; High affinity choline transporter 1 (Homo sapiens), Q9GZV3; CHT-expressing cells, membrane potential dye, choline response; hits give low values; B-score at 10 µM; 310,000 tested, 0.86% active; AID 488975, 2010;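 active = B-score over 3 SD under the library average, and starting fluorescence ratio not unusually high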;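 note: choline stimulus applied at its EC90 after an EC20 pre-addition; B-score computed on integrated fluorescence ratio after choline addition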
Target sequence (Q9GZV3 whole entry, looked up): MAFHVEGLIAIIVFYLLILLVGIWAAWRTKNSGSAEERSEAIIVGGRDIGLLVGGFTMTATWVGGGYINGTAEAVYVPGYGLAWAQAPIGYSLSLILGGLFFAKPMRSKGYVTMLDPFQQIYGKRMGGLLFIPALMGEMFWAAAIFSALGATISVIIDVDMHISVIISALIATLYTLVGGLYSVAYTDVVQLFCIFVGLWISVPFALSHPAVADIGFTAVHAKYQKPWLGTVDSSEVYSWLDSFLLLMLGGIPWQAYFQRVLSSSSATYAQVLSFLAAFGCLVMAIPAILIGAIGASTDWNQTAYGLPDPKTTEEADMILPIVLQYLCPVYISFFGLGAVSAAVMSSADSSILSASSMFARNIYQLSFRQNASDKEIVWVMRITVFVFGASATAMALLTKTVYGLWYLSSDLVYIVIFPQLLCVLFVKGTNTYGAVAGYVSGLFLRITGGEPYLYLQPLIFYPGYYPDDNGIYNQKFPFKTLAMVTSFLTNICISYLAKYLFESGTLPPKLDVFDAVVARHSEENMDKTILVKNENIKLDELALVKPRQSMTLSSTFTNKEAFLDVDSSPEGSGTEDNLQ
The depositor's hits bear a star; i = inactive; x = no result given.

SMILES	Kir21 block	CHT block
C=CCc1c(C)nc(C)nc1N/N=C/c1ccccc1O	-1.7	i
CC(=O)c1cn(N2CCCCC2)c(=O)[nH]c1=O	0.41	i
O=S1(=O)CC(O)C(NCc2ccco2)C1 (stereo not given)	0.82	i
CCN1C(=O)c2cccc3c(NC(=O)C4CCCCC4)ccc1c23	3	i
COC(=O)c1ccc(S(=O)(=O)N(CCO)Cc2ccccc2)n1C	-0.71	i
CCCNc1nc(-c2ccccc2)c(C(=O)OCC)cc1C#N	-1	i
COc1cc2c(cc1OC)C(COc1ccc([N+](=O)[O-])cc1)NCC2 (stereo not given)	2.1	i
COc1ccc(Nc2oc(COc3ccccc3OC)nc2C#N)cc1	-0.46	i
O=C1OCCC1Sc1nnc(-c2ccccc2Br)n1Cc1ccccc1 (stereo not given)	0.4	i
CCNc1ccc(S(=O)(=O)N(C)C)cc1NCC(=O)Nc1ccc(Br)cc1F	-0.57	i
O=C(N/N=C/c1c[nH]c2ccc(Br)cc12)C1CC1	0.58	i
O=C(O)c1ccc(COc2ccccc2[N+](=O)[O-])o1	1.1	i
CCC(=O)N1c2ccc(S(=O)(=O)N3CCN(C)CC3)cc2CC1C (stereo not given)	0.68	i
COc1ccc(CNc2c(CO)cnc3c2cnn3C)cc1	0.33	i
CCn1c2ccccc2c2cc(NC(=O)c3ccccc3-c3ccccc3C(=O)O)ccc21	3.3	i
O=C(O)c1oc2ccc(Br)cc2c1-n1cccc1	0.62	i
COc1ccc(S(=O)(=O)N2CCCCC2)cc1	1.1	i
CCCCN(CCCC)CCNC(=O)CN1C(=O)COc2ccc(S(=O)(=O)N3CCC(C)CC3)cc21	-1.9	i
COc1ccccc1NC(=O)CN(Cc1ccccc1)S(C)(=O)=O	0.16	i
CC(C)c1ccc(OC(=O)c2cccc(S(=O)(=O)N3CCN(C)CC3)c2)cc1	-0.65	i
CCOc1ccc(-n2c(C)nc3cc(C(=O)NCCCN4CCOCC4)ccc32)cc1	-0.01	i
CCCn1c(C)cc(-c2csc(NC(=O)CCc3nc4ccccc4c(=O)[nH]3)n2)c1C	1.2	i
Cc1cc(NC(=O)C23CCC(C)(C(=O)O2)C3(C)C)no1 (stereo not given)	2.2	i
O=C(Nc1ccccc1)C1=C(O)CC(c2ccc(Cl)cc2)N2CCN=C12 (stereo not given)	-0.24	i
COc1cccc(N2CC(C(=O)Nc3nnc(SCC(=O)N4CCCC4)s3)CC2=O)c1 (stereo not given)	-0.02	i

Shown as a markdown table: entries from further up.
| Structure | Kir21 block | CHT block |
| --- | --- | --- |
| COc1ccc(CNc2c(CO)cnc3c2cnn3C)cc1 | 0.33 | i |
| CCn1c2ccccc2c2cc(NC(=O)c3ccccc3-c3ccccc3C(=O)O)ccc21 | 3.3 | i |
| O=C(O)c1oc2ccc(Br)cc2c1-n1cccc1 | 0.62 | i |
| COc1ccc(S(=O)(=O)N2CCCCC2)cc1 | 1.1 | i |

Further structures follow:
SMILES	Kir21 block	CHT block
Cc1cc2cc(CN(CC3CCCO3)C(=S)NCc3ccco3)c(=O)[nH]c2cc1C (stereo not given)	0.85	i
Cc1ccc(C)c(-n2c3nc(=O)[nH]c(=O)c-3cc3cc([N+](=O)[O-])ccc32)c1	x	i
Fc1ccc(C2=CSC3=NCCN23)cc1	-0.46	i
CCn1cc(C(=O)NCc2ccco2)c(=O)c2ccc(C)nc21	0	i
COc1ccc(C(=O)OCCc2ccc(O)cc2)cc1	0.04	i
NC(=O)Cn1c2[n+](c3ccccc31)CC(O)CS2 (stereo not given)	1.3	i
Cc1ccc(N(C(=O)c2ccc(S(=O)(=O)N(C)C)cc2)C2C=CS(=O)(=O)C2)cc1 (stereo not given)	-1.4	i
O=C(Cn1ncc2c([nH]c3ccccc32)c1=O)NCCc1ccccc1	-0.37	i
COc1nnc(-c2ccc(C)c(S(=O)(=O)NCCO)c2)c2ccccc12	0.61	i
O=C(NCc1ccccc1)Nc1cccn(Cc2ccc(Cl)cc2)c1=O	-0.27	i
CN(Cc1nccn1C)C(=O)c1ccc2nc(Cc3ccccc3F)oc2c1	0.89	i
Cc1ccc(-c2csc(NC(=O)c3ccc([N+](=O)[O-])o3)n2)cc1	0.81	i
O=C(CN1CCCCC1)Nc1ccc(C(F)(F)F)cc1Cl	-0.04	i
CN1CCN(NC(=O)/C=C/c2ccc(Br)cc2)CC1	-0.45	i
Cc1cccc(NC(=O)CN2C(=O)CCS(=O)(=O)c3ccccc32)c1C	-0.04	i
COc1ccc(S(=O)(=O)n2c([N+](=O)[O-])cnc2C)c(C)c1C	-0.15	i
CN1/C(=C\C(=O)Nc2ccc(Cl)cc2)C(C)(C)c2ccccc21	0	i
O=C(Oc1cccc2c(OC(=O)N3CCCC3)cccc12)N1CCCC1	0	i
Cc1ccccc1-n1ncc2c1CC(C)(C)CC2NC(=O)c1ccncc1 (stereo not given)	-0.03	i
COCCOc1cc(Nc2nnc(C(F)(F)F)s2)c(Cl)cc1Cl	-0.53	i
CC(C)C[C@H](NC(=O)c1nc[nH]c1C(=O)N1CCNCC1)C(=O)OCc1ccccc1	1.2	i
CCOC(=O)C1=C(O)CCn2c1nc1ccccc12	1	i
COC(=O)CSc1cc(C(F)(F)F)nc(-c2ccccn2)n1	-0.15	i
O=C(c1cc(COc2ccc3ncccc3c2)on1)N1CCC(O)CC1	0.29	i
CCC(=O)c1cn(CC(=O)Nc2ccccc2)c2ccccc12	0.03	i

Other results
SMILES	Kir21 block	CHT block
COc1ccc(CCNC(=O)c2ccc(=O)[nH]n2)cc1OC	-1.7	i
Cc1ccc(/C=N/n2c(C)nc3ccccc3c2=O)s1	-0.66	i
Cc1ccc(NC(=O)c2ccc(-c3nn(C)c(=O)c4ccccc34)cc2)c(C)c1	0.66	i
CCOC(=O)CCC(NC(=O)c1ccc(NCN2C(=O)CCC2=O)cc1)C(=O)OCC (stereo not given)	0.29	i
COC(=O)c1ccccc1N1C(=O)[C@@H]2C(c3ccc(Br)cc3)=NO[C@@H]2C1=O	-2.1	i
CC1(C)CC(=O)c2cc3c(N)c(C(=O)NCc4ccccc4)sc3nc2C1	0.07	i
C[C@@H](O)[C@@H]1NC(=O)c2cc([N+](=O)[O-])cc(I)c2NCC[C@@H](C(N)=O)NC(=O)CNC1=O	x	i
CC(C)(C)c1ccc(C(=O)N/C(=C/c2cccs2)C(=O)NCc2ccco2)cc1	0.69	i
CCCc1nc2ccccc2c(=O)n1/N=C/c1c(C)[nH]n(-c2ccc(C)cc2)c1=O	-1.2	i
COc1ccc(N(CC(=O)NCc2ccc(F)cc2)C(=O)CCC(=O)Nc2nccs2)cc1	1.6	i
CCOC(=O)CNC(=O)N1CCCC(C(=O)c2ccc3c(c2)OCO3)C1 (stereo not given)	0.09	i
Cc1nccn1CC(=O)N/N=C/c1ccc(O)c(O)c1	0.99	i
CCn1nc(NS(=O)(=O)c2ccc([N+](=O)[O-])cc2)c2cc3ccccc3nc21	0.21	i
CC(=O)N/C(=C\c1ccccc1)C(=O)OCC(=O)N(C)C1CCCCC1	0.48	i
COc1cccc(NC(=O)CN(C)CC(=O)Nc2ccc(C)c([N+](=O)[O-])c2)c1	0.15	i
O=C(C#Cc1ccccc1)NCc1ccccc1F	0.8	i
O=C(NC(=S)Nc1ccc2c(c1)OCCO2)c1ccccc1F	0.89	i
CC(C)(C)c1ccc(-c2nnc(SCC(=O)Nc3sc4c(c3C#N)CCCC4)o2)cc1	0.17	i
CS(=O)(=O)c1ccc(C(=O)OCC(=O)NNC(=O)COc2ccc(Cl)cc2)cc1	0.01	i
COc1ccc(N2C(=S)NC3c4cc(Cl)ccc4OC2(C)C3C(=O)N(C)C)cc1 (stereo not given)	-0.33	i
O=C(CCC(=O)N1CCOc2ccccc21)Nc1ccccc1Cl	1.1	i
COc1cccc(CN2CC(C(=O)NCc3ccc(C)c(F)c3)CCC2=O)c1 (stereo not given)	0.35	i
COC(=O)c1[nH]c2ccc(F)cc2c1NS(=O)(=O)c1ccc(OC)cc1OC	0.01	i
O=S(=O)(Cc1ccccc1Cl)Nc1ccccn1	-0.87	i
Cc1ccc(CNC(=O)c2ccc(N3CCC4(CC3)CC(c3ccccc3)=NO4)c(NC(=O)c3c(Cl)cccc3Cl)c2)cc1	1.3	i

Further structures:
SMILES	Kir21 block	CHT block
CCOc1ccccc1NC(=O)Cn1c(=O)oc2cc(Cl)ccc21	-0.65	i
O=C(CSc1nnc(CNC(=O)c2ccccc2)o1)Nc1nccs1	-0.91	i
CC(C)CC(=O)NCCc1ccncc1	0.85	i
COC(=O)CCc1c(C)[nH]c(C(=O)OCc2ccccc2)c1C	-0.71	i
COc1ccccc1N1CCN(C(=O)/C=C/c2ccc(C)cc2)CC1	-0.01	i
Cc1ccc(C)c(S(=O)(=O)Nc2ccccc2C(=O)Nc2ccccc2N2CCOCC2)c1	0.15	i
O=C(CCN1C(=O)c2ccc([N+](=O)[O-])cc2C1=O)Nc1ccc(O)cc1C(=O)O	-1.1	i
O=C(CSc1nnc2scc(-c3ccc(F)cc3)n12)NCc1ccco1	-0.43	i
CC1C(=O)N2CCCc3cc(NC(=O)C4CCCCC4)cc1c32 (stereo not given)	0.31	i
Cc1ccc(C(=O)O/N=C2\CCCc3ccccc32)cc1	0.05	i
CCOC(=O)c1[nH]c2ccccc2c1NC(=S)Nc1cc(C)ccc1C	-0.92	i
COc1ccc(NC(=O)CN(C)C2CCCCC2)cc1Cl	-0.18	i
COc1cccc2c(=O)n(CC(=O)Nc3cccc(F)c3)ccc12	1.4	i
CCS(=O)(=O)N1CCC(C(=O)Nc2cc([N+](=O)[O-])ccc2C)CC1	1.5	i
CC(=O)c1ccc(N2CCN(C(=O)[C@H](C)NC(=O)c3ccccc3Cl)CC2)cc1	-0.15	i
CC(=O)NC1C(OCCOc2ccc(Cl)cc2C)OC(CO)C(O)C1O (stereo not given)	-0.46	i
O=C(/C=C/c1cccs1)c1ccc(NC(=O)c2cccc(Br)c2)cc1	-0.23	i
CCCn1c(SCC(=O)Nc2nnc(CC)s2)nnc1-c1ccco1	1.7	i
CCCc1ccc(-c2cc(C(=O)NC3=NCCS3)c3ccccc3n2)cc1	0.46	i
COc1cc2c(cc1OC)C(c1cc3cc4c(cc3[nH]c1=O)OCO4)N(C(=O)C(C)C)CC2 (stereo not given)	1.2	i
CC(C)[C@H](NC(=O)c1ccco1)C(=O)Nc1ccc(OC(F)F)cc1	-0.34	i
CC1CCN(C(=O)c2ccc(NC(=O)c3cccs3)cc2)CC1	1.3	i
Cc1cc(NC(=O)CSc2nnc(CNC(=O)c3ccc(C(C)(C)C)cc3)o2)no1	-1.3	i
CCCCCCN1C=CC=C/C1=C/C=C(C#N)C#N	0.29	i
COc1ccc(NC(=O)CN2C(=O)N(C)Cc3ccccc32)c(C)c1	0.33	i

Already shown: an excerpt of the list.
SMILES	Kir21 block	CHT block
O=C(/C=C/c1cccs1)c1ccc(NC(=O)c2cccc(Br)c2)cc1	-0.23	i
CCCn1c(SCC(=O)Nc2nnc(CC)s2)nnc1-c1ccco1	1.7	i

The listing continues.
SMILES	Kir21 block	CHT block
O=C(NC1CCCCC1)N1CCN(S(=O)(=O)c2ccc(F)cc2)CC1	-0.64	i
Cc1csc(NC(=O)COc2ccc3c(C)cc(=O)oc3c2)n1	1.1	i
Cc1cc(NC(=O)CCCN2C(=O)/C(=C/c3cccs3)SC2=S)no1	0.01	i
Cc1cccc(NC(=O)NNC(=O)c2cc(-c3ccccc3Cl)nc3ccccc23)c1	1.8	i
CN1CCN(C(=S)c2cn(CCOc3ccccc3F)c3ccccc23)CC1	-0.13	i
Clc1ccc(SCCCN2CCCCC2)cc1	0.6	i
CCOc1ccc(CNC(=O)Nc2ccccc2)cc1	-0.21	i
CCn1c(SCC(=O)Nc2ccc3c(c2)OCCO3)nnc1-c1ccco1	0.01	i
CCOc1c2ccc(C(=O)NCCCCc3ccccc3)cc2nn1C	0.09	i
COc1ccc(CCNC(=O)Cn2nnc(-c3ccccc3F)n2)cc1OC	-0.82	i
O=C(COC(=O)Cc1c[nH]c2ccccc12)Nc1ccccc1	-1	i
O=C(/C=C/N1CCOCC1)c1cc2ccccc2o1	-0.51	i
O=c1cc(-c2cccc(Br)c2)nc(-c2ccccc2F)o1	-0.07	i
O=C(CSc1nnc(-c2ccco2)n1Cc1ccccc1)OC1CCCCC1	-4	i
COc1ccc(CC(=O)Nc2ccc(-c3cn4cccc(C)c4n3)cc2)cc1OC	0.49	i
CCc1nc(C)cn1S(=O)(=O)c1cc(C)c(OC)c(C)c1C	-5.6*	i
Cc1ccc(CNc2nnnn2C)cc1	0.01	i
CNC(=O)CO/N=C/c1ccc(N(C)C)cc1	-1	i
CCOc1ccc(NC(=O)c2ccc(N3CC4CC(C3)c3cccc(=O)n3C4)c(NC(=O)c3ccncc3)c2)cc1 (stereo not given)	-1.3	i
O=C(COC(=O)CCc1ccccc1)Nc1ncc(Cl)cc1Cl	0.3	i
CSCC[C@H](NC(=O)[C@H](Cc1ccccc1)n1c(=O)[nH]c2ccccc2c1=O)C(=O)N1CCC(C(=O)O)CC1	-1.9	i
Cc1ccccc1-c1nc2sc(C)c(C)c2c(=O)o1	0.01	i

Two compounds picked at random from those above:
SMILES	Kir21 block	CHT block
CCn1c(SCC(=O)Nc2ccc3c(c2)OCCO3)nnc1-c1ccco1	0.01	i
CCc1nc(C)cn1S(=O)(=O)c1cc(C)c(OC)c(C)c1C	-5.6*	i

5 of the compounds above, bar-delimited:
Molecule | Kir21 block | CHT block
Cc1cc(NC(=O)C23CCC(C)(C(=O)O2)C3(C)C)no1 (stereo not given) | 2.2 | i
O=C(Nc1ccccc1)C1=C(O)CC(c2ccc(Cl)cc2)N2CCN=C12 (stereo not given) | -0.24 | i
COc1cccc(N2CC(C(=O)Nc3nnc(SCC(=O)N4CCCC4)s3)CC2=O)c1 (stereo not given) | -0.02 | i
Cc1cc2cc(CN(CC3CCCO3)C(=S)NCc3ccco3)c(=O)[nH]c2cc1C (stereo not given) | 0.85 | i
Cc1ccc(C)c(-n2c3nc(=O)[nH]c(=O)c-3cc3cc([N+](=O)[O-])ccc32)c1 | x | i

Bioassay records deposited in PubChem by Johns Hopkins Ion Channel Center.
